PKM2 act: activators of human pyruvate kinase M2 | P14618 | purified PKM2, Kinase-Glo ATP luminescence, activation; response scale: 0% is enzyme alone, no compound | Potency, µM (highest dose often 57.5 µM), for inactives: at the highest dose activation, most hits filed as activators | 260,000 compounds, 0.34% hits; note: potency is the fitted concentration of half-maximal effect; % is set by controls: 0 for no effect and ±100 for the full control effect; nearly all actives have a fitted effect of over 55% in size
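Purified hPK-M2 (>95%) run at intermediate activity with 0.1 mM ADP and 0.5 mM PEP in 50 mM imidazole pH 7.2, KCl, MgCl2; 1 h room temperature. ATP formed read by Kinase-Glo luminescence; normalized to uninhibited and no-enzyme controls.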
TRPV1 agonist: human TRPV1 agonism | activation, % at 8.33 µM | TRPV1-expressing cells, Fluo-8 calcium influx, agonist mode | AID 540275 | Q8NER1 | 320,000 compounds, 0.19% hits; in the data active = activation above about 80%; inconclusive = between about 30% and that limit; note: 0% is about no effect
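Cells expressing TRPV1 were dye-loaded with Fluo-8 and read kinetically: 10 s baseline, 3 min after compound (agonist portion), then 2 min after EC20 capsaicin (allosteric enhancer portion). Calcium-bound dye fluorescence at 480/520 nm.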
GALK inhibitor: galactokinase (human) inhibition | P51570 | Purified GALK, Kinase-Glo residual ATP luminescence | Potency, µM (doses to about 57.5 µM), for inactives: at the top dose activity change, negative = inhibition, hits mostly inhibitors | 270,000 compounds, 0.007% hits | AID 1868; note: potency is the fitted concentration of half-maximal effect; % is set by controls: 0 for no effect and ±100 for the full control effect
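5 nM enzyme, 35 uM ATP, 100 uM galactose, 20 mM HEPES pH8.0, 5 mM MgCl2; 1 h RT; residual ATP by Kinase-Glo Plus luminescence, qHTS format.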
Giardia killer: Giardia lamblia killing; AID 540267; activity change, % at 7.66 µM, hits read low; Giardia lamblia trophozoite viability; 340,000 compounds, 0.15% hits; in the data active = activity change below about -80%; inconclusive = between about -30% and that limit;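 note: parasites exposed to compound for two days anaerobically before the ATP read; % is set by controls: 0 for no effect and ±100 for the full control effect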
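Giardia lamblia trophozoites (100 cells/well) were incubated with compounds for 48 h at 37 deg C under anaerobic conditions. Viability was read as ATP content by one-step luminescence after 15-30 min at room temperature.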
B2AR arrestin: recruits beta-arrestin to the human beta2-adrenergic receptor. 330,000 compounds, 0.02% hits. Potency, µM (highest dose often 46.1 µM), inactives show at the highest dose activation, most hits filed as activators. beta-arrestin recruitment to beta2AR, cell-based reporter. P07550;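 note: potency is the fitted concentration of half-maximal effect; 0% = DMSO controls and full agonism = EC100 isoproterenol or metaproterenol; nearly all actives have a fitted effect of over 65% in size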
Menin-MLL TR inh: menin-MLL binding inhibition, Texas Red mutant peptide; O00255; Menin + Texas Red MLL mutant peptide, fluorescence polarization; Potency, µM (series often up to 61.6 µM), for inactives: top-dose FP activity change, negative = inhibition, usual class: inhibitors; 270,000 compounds, 0.23% hits; AID 1768; active = well fitted inhibition curve with a large enough effect in the polarisation, with a control signal flat, not every such curve was filed as active; inconclusive = small, poorly fitted or top-dose-only effect, or effect the other way, or a change in a side signal; inactive = no such curve, though single readings can be large or run the other way; the % refers to the polarisation; note: potency is the fitted concentration of half-maximal effect; % of control where 0% means no effect; many of its hits are not listed in these tables
KCNH2 WT inh: KCNH2 (human, wildtype) channel inhibition; U2OS, BacMam KCNH2, thallium flux FluxOr; hits give low values; 340,000 compounds, 0.37% hits; activity change, % at 1.84 µM; AID 720551;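 active = maximum activity change below -70%; inconclusive = maximum activity change between -70% and -50%; inactive = maximum activity change above -50%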; note: % is set by controls: 0 for no effect and ±100 for the full control effect
Target sequence (Q12809 whole entry, looked up): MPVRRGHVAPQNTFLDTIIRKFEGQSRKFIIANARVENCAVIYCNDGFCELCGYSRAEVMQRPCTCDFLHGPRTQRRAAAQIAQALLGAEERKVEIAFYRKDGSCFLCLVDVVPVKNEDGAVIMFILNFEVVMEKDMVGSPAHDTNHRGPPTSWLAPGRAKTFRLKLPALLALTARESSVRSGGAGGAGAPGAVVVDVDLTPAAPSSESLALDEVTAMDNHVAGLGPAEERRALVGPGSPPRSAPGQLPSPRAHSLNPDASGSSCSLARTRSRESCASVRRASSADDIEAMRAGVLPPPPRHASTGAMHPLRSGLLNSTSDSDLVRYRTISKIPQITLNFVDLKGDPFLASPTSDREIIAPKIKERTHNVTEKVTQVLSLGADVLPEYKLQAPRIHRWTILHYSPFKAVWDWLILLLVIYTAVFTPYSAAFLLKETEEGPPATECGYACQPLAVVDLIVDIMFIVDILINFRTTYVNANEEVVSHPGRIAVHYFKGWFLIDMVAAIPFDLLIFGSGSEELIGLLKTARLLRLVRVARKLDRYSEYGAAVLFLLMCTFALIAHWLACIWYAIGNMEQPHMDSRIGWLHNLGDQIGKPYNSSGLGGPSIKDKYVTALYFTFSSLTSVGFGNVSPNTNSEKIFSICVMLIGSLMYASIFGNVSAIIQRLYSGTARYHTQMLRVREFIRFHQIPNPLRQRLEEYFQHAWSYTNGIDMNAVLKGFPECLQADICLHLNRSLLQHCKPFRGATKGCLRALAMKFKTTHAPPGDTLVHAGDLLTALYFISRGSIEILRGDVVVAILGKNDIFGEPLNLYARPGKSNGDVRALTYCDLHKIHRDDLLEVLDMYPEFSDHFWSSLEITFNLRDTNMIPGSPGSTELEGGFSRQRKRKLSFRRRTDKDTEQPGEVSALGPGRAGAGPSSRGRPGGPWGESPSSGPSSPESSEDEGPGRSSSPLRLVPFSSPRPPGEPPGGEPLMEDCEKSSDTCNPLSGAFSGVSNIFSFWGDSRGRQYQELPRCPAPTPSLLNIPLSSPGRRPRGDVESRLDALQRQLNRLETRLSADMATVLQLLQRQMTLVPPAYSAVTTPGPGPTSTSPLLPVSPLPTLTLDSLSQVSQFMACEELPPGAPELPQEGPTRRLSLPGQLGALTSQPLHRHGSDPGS
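U2OS cells transduced with wild-type KCNH2 virus are loaded with FluxOr dye for 45 min, and thallium flux is measured in kinetic reads before and after stimulation buffer. Rate constants are normalized to DMSO controls.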
KCNH2 3.1 inh: inhibitors of human KCNH2 3.1 potassium channel isoform. U2OS KCNH2 3.1, thallium flux FluxOr; hits give low values. activity change, % (tested at about 1.8 µM). 340,000 compounds, 0.95% hits;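 active = maximum activity change below -70%; inconclusive = maximum activity change from -70% to -50%; inactive = maximum activity change above -50%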;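 note: thallium influx rate constant from kinetic fluorescence after stimulation buffer; % is set by controls: 0 for no effect and ±100 for the full control effect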
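Kinetic fluorescence (2 min after stimulation buffer) measures Tl+ influx through KCNH2 3.1 expressed by viral transduction in U2OS cells; the rate constant is normalized against DMSO controls serving as positive and negative references.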
FBPA coupling cs: inhibits coupling enzyme system, counter-screen for aldolase hits; coupling enzyme system counterscreen, AmpLite Red fluorescence; activity change, negative = inhibition, % at 58.2 µM, hits read low; 290,000 compounds, 0.67% hits; AID 2472; in the data active = activity change below about -30%; note: % is set by controls: 0 for no effect and ±100 for the full control effect
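First, compound is pin-transferred into glyceraldehyde-3-phosphate coupling-enzyme reagent at 57.5 uM final and held 10 min at RT. Next, substrate, coupling system and AmpLite Red are added. After 20 min RT, fluorescence (525/598 nm) is read.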
MLL CXXC-DNA inh: MLL CXXC-DNA interaction inhibition. Q03164. MLL-CXXC / FITC-HOXA9 DNA fluorescence polarization. Potency, µM (top dose mostly 115 µM), without a hit: at the top dose activity change, negative = inhibition, most hits filed as inhibitors. 290,000 compounds, 0.037% hits. AID 2662; active = well fitted inhibition curve with a large enough effect in the polarisation, with a control signal flat, not every such curve was filed as active; inconclusive = small, poorly fitted or top-dose-only effect, or effect the other way, or a change in a side signal; inactive = no such curve, though single readings can be large or run the other way; the % refers to the polarisation; note: potency is the fitted concentration of half-maximal effect
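Purified MLL-CXXC (added from a 7 uM solution) was preincubated 5 min at ambient with pinned compounds in 50 mM Tris-HCl pH 7.5, 50 mM NaCl, 1 mM DTT, 0.05% BSA. Fluorescein-labeled HOX-A9 DNA (50 nM solution) followed, 30 min, then polarization read.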
USP2a block: blocks human ubiquitin-specific protease USP2a | O75604 | USP2 core, Ub-CHOP2 coupled fluorogenic reporter, 485/531 | Potency, µM (top dose mostly 38.3 µM), for inactives: top-dose activity change, negative = inhibition, most hits filed as inhibitors | 330,000 compounds, 0.01% hits | AID 463254;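 note: potency is the fitted concentration of half-maximal effect; plate controls were DMSO wells for no effect and full inhibition by NEM control for full effect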
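Cell-free coupled assay: 10nM USP2 core preincubated 30min RT with compound in Tris-HCl pH 8.0/CaCl2/CHAPS buffer, then 25nM Ub-CHOP2 and 25nM reporter substrate; fluorescence (Ex 485/Em 531) read after 60min RT, normalized to NEM inhibition, concentration-response curves fitted.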
* hit, by the source's call; u = inconclusive; x = not tested or not shown; & = joins results of further samples; [ ] = remark or other dose. Unless noted, calls come from the whole dose curve; as a rule, active = well fitted curve in the direction sought with a large enough effect; inconclusive = small, poorly fitted or top-dose-only effect, or another doubt; inactive = no such curve, though single readings can be large; an effect the other way counts as inactive or inconclusive.

SMILES	PKM2 act	TRPV1 agonist	GALK inhibitor	Giardia killer	B2AR arrestin	Menin-MLL TR inh	KCNH2 WT inh	KCNH2 3.1 inh	FBPA coupling cs	MLL CXXC-DNA inh	USP2a block
Cc1nc2c(C(=O)NCc3ccc4c(c3)OCO4)c[nH]n2c(=O)c1Cl	14%	-3	1%	-10	-0.8%	92%[activator]	6	6	-2	0%	0%
COCCN(C(=O)COC(=O)Cc1coc2cc3c(cc12)CCC3)c1c(N)n(Cc2ccccc2)c(=O)[nH]c1=O	x	3	x	-19	-0.2%	x	-7	2	x	x	-1%
CC1CCCCN1C(=O)CSc1nc(C2CC2)nc2ccccc12 (stereo not given)	x	13	-2%	2	-0.8%	-16%	0	-4	8	4%	-1%
CCCCC(CC)CNC(=O)c1ncn[nH]1 (stereo not given)	-6%	1	0%	11	-0.2%	-19%	-6	7	1	15%	2%
CC(C)(C)C(=O)Nc1cccc(OC(F)(F)C(F)Cl)c1 (stereo not given)	-12%	u	0%	-7	-0.4%	18%	2	9	0	-6%	3%
CC(C)CSc1nnc2c3ccccc3n(C)c2n1	-2%	15	0%	u	-0.2%	14%	10	4	5	-5%	-1%
O=C(COc1ccccc1)NCC(=O)Nc1ccc(S(=O)(=O)NCc2ccco2)cc1	-10%	0	-3%	-9	0.0%	x	-4	-1	1	7%	5%
COc1ccc(C2CC(O)(c3ccccc3)Oc3cc(OC)cc(OC)c32)cc1 (stereo not given)	3%	13	-2%	9&0	0.3%	64%[activator]	x	x	-9&-25	30%	0%
Nc1nc(Cl)nc2c1ncn2C1CC(O)C(CO)O1 (stereo not given)	x	-1	x	u	-0.2%	x	-11	-1	x	x	0%
CCN(CC)c1ccc(NC(=O)CSC(=O)c2ccccc2)cc1	x	x	x	12	-2.0%	x	12	7	x	x	3%
CCn1c(=NC(=O)CN2C(=O)CCC2=O)sc2c(C)cc(C)cc21	7%	0	2%	-1	0.1%	-2%	-4	-12	1	13%	4%
COc1cc2cc(C(=O)N(C)C3CCS(=O)(=O)C3)[nH]c2cc1OC (stereo not given)	x	0	-7%	-23	0.0%	x	-6	3	x	-5%	0%

An excerpt of these results, with two lines to a compound.
Second line of a record: PKM2 act, TRPV1 agonist, GALK inhibitor, Giardia killer, B2AR arrestin, Menin-MLL TR inh, KCNH2 WT inh, KCNH2 3.1 inh, FBPA coupling cs, MLL CXXC-DNA inh, USP2a block
COc1cc2cc(C(=O)N(C)C3CCS(=O)(=O)C3)[nH]c2cc1OC (stereo not given)
    x, 0, -7%, -23, 0.0%, x, -6, 3, x, -5%, 0%
CC1CCCCN1C(=O)CSc1nc(C2CC2)nc2ccccc12 (stereo not given)
    x, 13, -2%, 2, -0.8%, -16%, 0, -4, 8, 4%, -1%

Later entries.
SMILES	PKM2 act	TRPV1 agonist	GALK inhibitor	Giardia killer	B2AR arrestin	Menin-MLL TR inh	KCNH2 WT inh	KCNH2 3.1 inh	FBPA coupling cs	MLL CXXC-DNA inh	USP2a block
CCc1ccc(Nc2nnc(SC3CCOC3=O)s2)cc1 (stereo not given)	1%	82*	-6%	-22	-0.5%	0%	14	5	-1	16%	-6%
COc1ccc(Cl)cc1NC(=O)CCn1cnc2ccccc2c1=O	4%	-1	0%	4	0.0%	14%	-10	16	-8	-3%	0%
Cc1ccccc1OCC(=O)Nc1cccc(NC(=O)c2ccco2)c1	2%	28	1%	-11	0.1%	2%	-5	10	0	-1%	6%
CC1=C/C(=C/N(C)C)C(=O)O1	4%	-1	1%	-2	3.1%	-1%	1	6	-2	1%	5%
O=C(Nc1ccccc1)c1nnsc1S(=O)(=O)c1ccc(Cl)cc1	u	5	3%	15	-0.7%	43%[activator]	6	-4	0	41%[activator]	-2%
O=C(NCc1ccc2c(c1)OCO2)c1c[nH]c2ccc(S(=O)(=O)N3CCOCC3)cc2c1=O	4%	12	3%	2	0.0%	-11%	-16	7	3	3%	1%
COc1ccc2cc(C(=O)NC3CCCCC3)c(=O)oc2c1	-3%	-5	0%	-6	-0.2%	-9%	15	-9	-1	3%	0%
COC(=O)CCCC1=CC2=CC(=O)C(C)(OC(=O)c3cccs3)C(=O)C2=CN1CCCOC(C)C (stereo not given)	-7%[11.5 µM]	-1	-1%	-5	-0.7%	-23%[11.7 µM]	1	11	-31*	5%	-7%
CCCc1[nH]n(-c2nc3ccccc3s2)c(=O)c1C=NCCN1CCOCC1	-6%	2	-5%	10	-0.3%	1%	2	0	5	6%	2%
NNC(=O)c1nnn(-c2nonc2N)c1-c1cccs1	-2%	0	-1%	4	-1.1%	-6%	1	-18	-1	3%	1%
COc1ccc(CN(C)C(=O)c2ccccc2OCc2c(C)noc2C)cc1OC	x	5	x	5	-0.1%	x	1	0	x	x	5%
CC[C@@H](C)[C@H](CN[C@H](CNC)[C@@H](C)O)NCCc1ccc(OC)cc1	2%	-1	x	-3	0.5%	1%	5	0	1	14%	1%

Some of the entries so far, as labelled records:
> COC(=O)CCCC1=CC2=CC(=O)C(C)(OC(=O)c3cccs3)C(=O)C2=CN1CCCOC(C)C (stereo not given)
  PKM2 act = -7%[11.5 µM]	TRPV1 agonist = -1	GALK inhibitor = -1%	Giardia killer = -5	B2AR arrestin = -0.7%	Menin-MLL TR inh = -23%[11.7 µM]	KCNH2 WT inh = 1	KCNH2 3.1 inh = 11	FBPA coupling cs = -31*	MLL CXXC-DNA inh = 5%	USP2a block = -7%
> CCCc1[nH]n(-c2nc3ccccc3s2)c(=O)c1C=NCCN1CCOCC1
  PKM2 act = -6%	TRPV1 agonist = 2	GALK inhibitor = -5%	Giardia killer = 10	B2AR arrestin = -0.3%	Menin-MLL TR inh = 1%	KCNH2 WT inh = 2	KCNH2 3.1 inh = 0	FBPA coupling cs = 5	MLL CXXC-DNA inh = 6%	USP2a block = 2%

TRPV1 agonist, what is marked active above.
compound | TRPV1 agonist | GALK inhibitor | B2AR arrestin | Menin-MLL TR inh | MLL CXXC-DNA inh
CCc1ccc(Nc2nnc(SC3CCOC3=O)s2)cc1 (stereo not given) | 82* | -6% | -0.5% | 0% | 16%

Carrying on:
SMILES	PKM2 act	TRPV1 agonist	GALK inhibitor	Giardia killer	B2AR arrestin	Menin-MLL TR inh	KCNH2 WT inh	KCNH2 3.1 inh	FBPA coupling cs	MLL CXXC-DNA inh	USP2a block
COC(=O)C1=C(C)NC(=S)NC1c1ccc(-c2cc(Cl)ccc2Cl)o1 (stereo not given)	0%	-7	-1%	u	u	x	2	-1	0	20%	-1%
COc1nn(-c2nc(-c3ccccc3)cc(C(F)(F)F)n2)cc1[N+](=O)[O-]	-2%	1	1%	-5	-0.1%	15%	2	4	-1	-4%	1%
O=C(COC(=O)Cc1cccs1)NCc1ccc(F)cc1	-3%	u	3%	-5	-0.8%	x	-2	-2	x	3%	2%
Cn1c(NC(=O)/C=C/c2ccc(Cl)c(Cl)c2)cc(=O)n(C)c1=O	1%	2	-2%	-13	0.5%	u	-7	-26	-1	6%	-1%
O=C(NCCN=C1NS(=O)(=O)c2ccccc21)c1ccc2nccnc2c1	-2%	-2	5%	6	0.1%	12%	-10	0	-1	-8%	0%
C=CCOC(=O)C1=C(C)NC(=S)C(C#N)(CC=C)C1c1ccccc1Cl (stereo not given)	-2%	4	7%	6	0.2%	x	-25	1	1	-2%	-5%
O=C(CN1CCN(c2ccc(O)cc2)CC1)Nc1ccc(SC(F)F)cc1	-10%	10	0%	-1	-1.0%	u	8	-10	-10	0%	1%
CCc1n[nH]c(=S)n1/N=C/c1ccc(N(C)c2ccccc2)cc1	6%	u	-1%	-5	-0.3%	0%	-30	-9	2	0%	-10%
CSc1nc2cc(S(=O)(=O)N3CCCCC3)ccc2s1	0%	21	2%	6	-0.1%	-7%	-1	4	-5	19%	4%
O=[N+]([O-])c1ccc(N2N=C(c3ccccc3)CC2c2ccccc2O)cc1 (stereo not given)	x	u	-3%	x	-0.6%	u	x	x	-4	u	0%
CC(C)(C)c1ccc(O)c(N=Cc2cc(Br)ccc2O)c1	u	5	-2%	-14	-0.3%	u	10	3	-5	2%	0%
CC1(C)CC(=O)C(CC2=C(O)CC(C)(C)CC2=O)=C(O)C1	-2%	-4	4%	19	-0.1%	1%	-8	4	-3	-7%	3%

As entered above.
Reading for `O=C(NCCN=C1NS(=O)(=O)c2ccccc21)c1ccc2nccnc2c1` under Menin-MLL TR inh: 12%
Reading for `O=C(COC(=O)Cc1cccs1)NCc1ccc(F)cc1` under KCNH2 WT inh: -2
Reading for `O=C(CN1CCN(c2ccc(O)cc2)CC1)Nc1ccc(SC(F)F)cc1` under KCNH2 WT inh: 8

Only part of the results is shown; the hit share may differ from the screen's.
